HADH2 inh: blocks human hydroxyacyl-CoA dehydrogenase type II | Q99714 | recombinant HADH2, NADH fluorescence, beta-hydroxybutyryl-CoA | Potency, µM (series often up to 57.1 µM), for inactives: top-dose activity change, negative = inhibition, actives largely listed as inhibitors | 3.4% of 73,000 active | AID 886; also: potency is read from the fitted curve at half-maximal effect; % is scaled to controls: 0 for no effect and ±100 for the full control effect; nearly all actives have a fitted effect of over 60% in size; many of its hits are not listed in these tables
Target sequence (Q99714 whole entry, looked up, one chain of several): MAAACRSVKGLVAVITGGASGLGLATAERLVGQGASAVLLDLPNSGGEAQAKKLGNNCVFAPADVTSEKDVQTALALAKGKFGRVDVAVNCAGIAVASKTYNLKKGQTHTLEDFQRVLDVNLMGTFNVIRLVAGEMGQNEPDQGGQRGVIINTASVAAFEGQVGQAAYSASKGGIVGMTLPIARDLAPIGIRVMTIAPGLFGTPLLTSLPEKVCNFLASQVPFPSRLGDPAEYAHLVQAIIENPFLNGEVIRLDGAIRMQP
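20 nM HADH2 + cpd, 15 min RT; add 1 mM NAD+/90 uM beta-hydroxybutyryl-CoA; kinetic fluorescence 360/450 nm, 4 min. Tris-HCl pH 9.0, 0.01% Tween-20.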
Hsp90 Hop PPI: changes Hsp90-Hop TPR2A binding signal, up or down | AlphaScreen TPR2A-His6 binding biotin-Hsp90 C-terminal peptide | Potency, µM (top dose mostly 57 µM), inactives show at the highest dose activity change, negative = inhibition | 0.44% of 71,000 active | AID 595; active = well fitted curve in either direction with a large enough effect; inconclusive = small, poorly fitted or top-dose-only effect, or another doubt; also: potency is read from the fitted curve at half-maximal effect; % is scaled to controls: 0 for no effect and ±100 for the full control effect; many of its hits are not listed in these tables
DNA Pol III inh: DNA polymerase III holoenzyme inhibition; AID 603; Potency, µM (highest dose often 57.1 µM), inactives show top-dose activity change, negative = inhibition; 0.25% of 71,000 active; reconstituted DNA polymerase III holoenzyme replication, biochemical; also: potency is read from the fitted curve at half-maximal effect; % is scaled to controls: 0 for no effect and ±100 for the full control effect
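Reconstituted *E. coli* holoenzyme (0.35 nM Pol III, 1 nM beta, 154 nM SSB, 2 nM primase) was preincubated with compound for 15 min at RT. Synthesis on 1.4 nM ssM13Gori ran 35 min, then was stopped with PicoGreen/EDTA and read as dsDNA fluorescence.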
ALOX15 inhib: 15-hLO (ALOX15) enzyme inhibition; AID 887; 1.4% of 74,000 active; purified 15hLO-1, xylenol orange hydroperoxide absorbance; P16050; Potency, µM (highest dose often 57.1 µM), for the others: at the highest dose activity change, negative = inhibition, most hits filed as inhibitors; also: potency is read from the fitted curve at half-maximal effect; % is scaled to controls: 0 for no effect and ±100 for the full control effect; nearly all actives have a fitted effect of over 55% in size
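Compounds were preincubated 15 min at room temperature with 40 nM purified human enzyme (25 mM Hepes pH 7.5, 0.01% Triton X-100); 50 uM arachidonic acid reacted 6 min. Fe-xylenol orange detection, 30 min, absorbance ratio 573/405 nm.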
ERK AVP inh: vasopressin-driven ERK pathway inhibition; 0.99% of 72,000 active; Potency, µM (series often up to 57.5 µM), for the others: top-dose activity, negative = inhibition, actives largely listed as inhibitors; HEK293-V1b, vasopressin-stimulated pERK AlphaScreen; also: potency is read from the fitted curve at half-maximal effect; % is scaled to controls: 0 for no effect and ±100 for the full control effect; nearly all actives have a fitted effect of over 55% in size
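V1b-HEK293 cells; cpd 30 min 37C; 25 nM vasopressin 5 min; lyse 10 min; AlphaScreen beads 5 hr RT. Normalized to DMSO basal and 25 nM vasopressin; AC50 by Hill fit.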
Texas Red fluor: compound fluoresces in the Texas Red spectral region; max dye-equivalent concentration, M; AID 587; Compound fluorescence, Texas Red channel, 547/618 nm; stronger effect = higher value; 0.06% of 59,000 active; in the data active = max dye-equivalent concentration above about 10 nM; inconclusive = between about 1.1 nM and that limit
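Fluorescence at ex 547/em 618 nm, normalized against an on-plate Texas Red standard series to give dye-equivalent concentration per compound concentration. Buffer 100 mM Tris, pH 8.0; 15 min RT incubation before CCD imaging.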
Rhodamine autofl: compound autofluorescence in rhodamine spectral region; Rhodamine-region fluorescence, 547/598 nm, Tris buffer; stronger effect = higher value; max dye-equivalent concentration, M; 0.05% of 59,000 active; AID 594; in the data active = max dye-equivalent concentration above about 11 nM; inconclusive = between about 1.1 nM and that limit
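Intensities are converted to rhodamine-equivalent concentration using a six-point rhodamine standard on each plate. Compounds sit 15 min at room temperature in 100 mM Tris buffer, pH 8.0; read uses the 547/598 nm excitation/emission pair.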
HBB splicing: alters splicing of the hemoglobin beta chain; HBB splicing reporter cell assay, activation; EGFP reporter with mutant IVS2-654 intron; response scale: normalised to 500 nM splice-correcting PNA; AID 925; Potency, µM (series often up to 46.1 µM), inactives show at the top dose activation, usual class: activators; 0.06% of 65,000 active; also: potency is read from the fitted curve at half-maximal effect; 0% is about no effect
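HeLa cells stably expressing EGFP interrupted by mutant beta-globin intron 2 (IVS2-654), 500/well in 2% FCS. Treated with compound for 2 days at 37C. Splicing correction scored as total well GFP intensity (488 nm excitation, 500-520 nm emission); 500 nM antisense PNA served as control.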
Tau fil binding: binders of human tau filaments. 2% of 71,000 active. recombinant tau filaments, thioflavin S fluorescence, 15 h; filaments grown with octadecylsulfate alongside compound. P10636. Potency, µM (titrated, usually from 57.1 µM), inactives show at the highest dose activity change, negative = inhibition;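 also: potency is read from the fitted curve at half-maximal effect; % is scaled to controls: 0 for no effect and ±100 for the full control effect; actives lower thioflavin S fluorescence by blocking filaments or displacing dye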
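Recombinant tau protein (human, 1 uM final) plus 30 uM ODS in HEPES pH 7.4 with NaCl, DTT and thioflavine S. Compound present from the start; fluorescence at 510 nm after 15 h, 37 C.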
CRE Fsk mod: modulators of forskolin-stimulated CRE signaling in CHO cells | CHO CRE-bla reporter (cAMP response element driving beta-lactamase), forskolin EC10, beta-lactamase ratio | Potency, µM (titrated, usually from 38.2 µM), for inactives: at the top dose activity change, negative = inhibition, hits mostly activators | 2.5% of 71,000 active; active = well fitted activation curve with a large enough effect in the signal ratio, with a control signal flat, not every such curve was filed as active; inconclusive = small, poorly fitted or top-dose-only effect, or effect the other way, or a change in a side signal; the % refers to the signal ratio; also: potency is read from the fitted curve at half-maximal effect; % of control where 0% means no effect
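qHTS titration format; CRE-bla CHO reporter; stimulus EC10 NKH 477, a water-soluble forskolin. Read: CCF4 460/530 nm ratio. Potency expressed as AC50 for activators or inhibitors.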
FLuc inh: blocks Photinus pyralis firefly luciferase activity; 2.2% of 72,000 active; AID 411; Potency, µM (doses to about 57.1 µM), inactives show top-dose activity change, negative = inhibition, usual class: inhibitors; purified firefly luciferase, luminescence, 8 min; P08659; also: potency is read from the fitted curve at half-maximal effect; % is scaled to controls: 0 for no effect and ±100 for the full control effect; nearly all actives have a fitted effect of over 40% in size
Target sequence (P08659 whole entry, looked up): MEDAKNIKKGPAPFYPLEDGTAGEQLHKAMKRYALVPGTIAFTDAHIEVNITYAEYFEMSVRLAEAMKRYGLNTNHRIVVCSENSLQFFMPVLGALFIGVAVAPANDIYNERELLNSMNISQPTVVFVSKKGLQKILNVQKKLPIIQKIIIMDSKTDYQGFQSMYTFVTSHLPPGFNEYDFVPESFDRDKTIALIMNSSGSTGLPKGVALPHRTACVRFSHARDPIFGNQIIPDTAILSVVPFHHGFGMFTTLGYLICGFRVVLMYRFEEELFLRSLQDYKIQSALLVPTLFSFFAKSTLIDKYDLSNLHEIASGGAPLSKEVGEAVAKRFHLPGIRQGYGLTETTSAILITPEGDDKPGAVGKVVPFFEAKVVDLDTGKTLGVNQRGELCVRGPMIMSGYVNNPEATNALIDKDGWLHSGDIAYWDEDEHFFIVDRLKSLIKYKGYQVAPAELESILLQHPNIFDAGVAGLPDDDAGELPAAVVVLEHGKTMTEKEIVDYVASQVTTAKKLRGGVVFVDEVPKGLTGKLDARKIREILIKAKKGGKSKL
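Titration-based qHTS; buffer 50 mM imidazole pH 7.2, 50 mM KCl, 7 mM MgCl2, 10 uM ATP, 0.01% Tween 20, 0.05% BSA; luciferase/luciferin detector mix added after compound; 8 min, ambient; luminescence.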
* = called active by the depositor; [ ] = remark or other dose. Unless noted, calls follow the shape of the dose curve; as a rule, active = well fitted curve in the direction sought with a large enough effect; inconclusive = small, poorly fitted or top-dose-only effect, or another doubt; inactive = no such curve, though single readings can be large; an effect the other way counts as inactive or inconclusive. Only part of the results is shown; count on the stated rates, not on these rows.

What do the screens show for `CC1(C)CC(=O)C2=C(C1)Oc1ncn(CCCO)c(=N)c1C2c1ccccc1` (stereo not given)?
HADH2 inh: -2%; Hsp90 Hop PPI: -7%; DNA Pol III inh: -4%; ALOX15 inhib: -2%; ERK AVP inh: -14%; Texas Red fluor: inconclusive; Rhodamine autofl: inactive; HBB splicing: -2.3%[0.369 µM]; Tau fil binding: 22%; CRE Fsk mod: 11%; FLuc inh: -1%

Results for CCOC(=O)Nc1ccc2c(c1)N(C(=O)OC)c1ccccc1CC2 ?
HADH2 inh: 15%; Hsp90 Hop PPI: inconclusive; DNA Pol III inh: 5%; ALOX15 inhib: 6%; ERK AVP inh: -4%; Texas Red fluor: inactive; Rhodamine autofl: inactive; HBB splicing: -0.6%[1.84 µM]; Tau fil binding: -15%; CRE Fsk mod: inconclusive; FLuc inh: 0%

What do the screens show for `Cc1ccc(-n2c(Cc3cccn3C)nnc2SCC(=O)Nc2nnc(C)s2)cc1`?
HADH2 inh: -1%; Hsp90 Hop PPI: -4%; DNA Pol III inh: -1%; ALOX15 inhib: -11%; ERK AVP inh: 16%; Texas Red fluor: inactive; Rhodamine autofl: inactive; HBB splicing: 0.2%; Tau fil binding: 3%; CRE Fsk mod: 12%; FLuc inh: 1%

How did CCCC(CCC)n1[nH]c(=O)c2c(C)cc(C)nc21 do in these assays?
HADH2 inh: -3%; Hsp90 Hop PPI: 0%; DNA Pol III inh: -2%; ALOX15 inhib: 8%; ERK AVP inh: -15%; Texas Red fluor: inactive; Rhodamine autofl: inactive; HBB splicing: -0.7%; Tau fil binding: -2%; CRE Fsk mod: -4%; FLuc inh: 0%

What do the screens show for `Cc1ccc(C(=O)CSc2nnc(COc3cccc4cccnc34)o2)cc1`?
HADH2 inh: -12%; Hsp90 Hop PPI: 1%; DNA Pol III inh: -3%; ALOX15 inhib: 6%; ERK AVP inh: inconclusive; Texas Red fluor: inconclusive; Rhodamine autofl: inactive; HBB splicing: 0.0%[57.5 µM]; Tau fil binding: 11%; CRE Fsk mod: -17%; FLuc inh: -7%

Results for O=C(NCCc1ccncc1)c1ccccc1F ?
HADH2 inh: 0%; Hsp90 Hop PPI: -4%; DNA Pol III inh: -3%; ALOX15 inhib: -8%; ERK AVP inh: 5%; Texas Red fluor: inactive; Rhodamine autofl: inactive; HBB splicing: 2.3%; Tau fil binding: -4%; CRE Fsk mod: -1%; FLuc inh: -4%

Results for O=C(CSCC(=O)NC1CC1)Nc1ccccc1 ?
HADH2 inh: 12%; Hsp90 Hop PPI: 1%; DNA Pol III inh: -1%; ALOX15 inhib: -2%; ERK AVP inh: 5%; HBB splicing: 1.6%; Tau fil binding: 9%; CRE Fsk mod: 1%; FLuc inh: 1%

How did Cc1nc2ccc(S(=O)(=O)NCC(=O)O)cc2s1 do in these assays?
HADH2 inh: -1%; Hsp90 Hop PPI: -9%; DNA Pol III inh: 3%; ALOX15 inhib: -4%; ERK AVP inh: -2%; Texas Red fluor: inactive; Rhodamine autofl: inactive; HBB splicing: 2.4%; Tau fil binding: -3%; CRE Fsk mod: inconclusive; FLuc inh: 1%

What do the screens show for `Cc1nc(C)c2c(c1C(F)(F)F)-c1ccccc1C2(F)F`?
HADH2 inh: 3%; Hsp90 Hop PPI: 1%; DNA Pol III inh: 1%; ALOX15 inhib: 0%; ERK AVP inh: 19%; Texas Red fluor: inactive; Rhodamine autofl: inactive; HBB splicing: -1.2%; Tau fil binding: 2%; CRE Fsk mod: -2%; FLuc inh: 3%

What do the screens show for `O=C(NCCCN1CCc2ccccc2C1)C1CCN(S(=O)(=O)N2CCCC2)CC1`?
HADH2 inh: -7%; Hsp90 Hop PPI: -3%; DNA Pol III inh: 1%; ALOX15 inhib: 5%; ERK AVP inh: 14%; Texas Red fluor: inactive; Rhodamine autofl: inactive; HBB splicing: -1.2%; Tau fil binding: 1%; CRE Fsk mod: -22%; FLuc inh: 0%

What do the screens show for `COC(=O)c1ccc(C(c2c(N)n(CC(C)C)c(=O)[nH]c2=O)N2CCN(c3ccccc3)CC2)cc1` (stereo not given)?
HADH2 inh: -14%; Hsp90 Hop PPI: -8%; DNA Pol III inh: -1%; ALOX15 inhib: -27%; ERK AVP inh: -9%; Texas Red fluor: inactive; Rhodamine autofl: inactive; HBB splicing: 1.4%; Tau fil binding: 4%; CRE Fsk mod: inconclusive; FLuc inh: -2%

How did C/C=C\C1=C(CO)C(=O)C2O[C@]2(CC=C(C)C)C1=O (stereo not given in full) do in these assays?
HADH2 inh: inconclusive; ALOX15 inhib: -12%[11.4 µM]; ERK AVP inh: 9%[11.5 µM]; HBB splicing: 1.8%[9.22 µM]; FLuc inh: 1%[11.4 µM]

How did COc1ccccc1CNC(=O)c1cc2c(s1)CS(=O)(=O)C2 do in these assays?
HADH2 inh: 3%; Hsp90 Hop PPI: 0%; DNA Pol III inh: 4%; ALOX15 inhib: -8%; ERK AVP inh: -16%; Texas Red fluor: inactive; Rhodamine autofl: inactive; HBB splicing: -1.5%; Tau fil binding: -8%; CRE Fsk mod: -3%; FLuc inh: 1%

What do the screens show for `CCOC(=O)CN1CC23C=CC(O2)C(C(=O)Nc2ccc(F)cc2)C3C1=O` (stereo not given)?
HADH2 inh: -3%; Hsp90 Hop PPI: -3%; DNA Pol III inh: 3%; ALOX15 inhib: -8%; ERK AVP inh: 17%; Texas Red fluor: inactive; Rhodamine autofl: inactive; HBB splicing: -0.4%; Tau fil binding: 11%; CRE Fsk mod: 1%; FLuc inh: 2%

What do the screens show for `CCn1ncc2c(OCc3ccc(C#N)cc3)cc(C)nc21`?
HADH2 inh: -13%; Hsp90 Hop PPI: 20%; DNA Pol III inh: -2%; ALOX15 inhib: -7%; ERK AVP inh: 18%; Texas Red fluor: inactive; Rhodamine autofl: inactive; HBB splicing: -0.3%[57.5 µM]; Tau fil binding: 14%; CRE Fsk mod: inconclusive; FLuc inh: 0%

What do the screens show for `CCc1ccc2[nH]c(=O)c(C(c3nnnn3Cc3ccccc3)N3CCOCC3)cc2c1` (stereo not given)?
HADH2 inh: -17%; Hsp90 Hop PPI: -1%; DNA Pol III inh: 0%; ALOX15 inhib: -9%; ERK AVP inh: 0%; Texas Red fluor: inactive; Rhodamine autofl: inactive; Tau fil binding: 12%; CRE Fsk mod: 2%; FLuc inh: 6%

How did COc1ccc(S(=O)(=O)N2CCC(C(=O)Nc3cccc(C(C)=O)c3)CC2)cc1C do in these assays?
HADH2 inh: 16%; Hsp90 Hop PPI: -2%; DNA Pol III inh: 4%; ALOX15 inhib: -21%; ERK AVP inh: -3%; Texas Red fluor: inactive; Rhodamine autofl: inactive; HBB splicing: -0.1%; Tau fil binding: 9%; CRE Fsk mod: -17%; FLuc inh: 0%

How did CCOC(=O)Cn1nc(-c2ccccc2)ccc1=O do in these assays?
HADH2 inh: 4%; Hsp90 Hop PPI: -2%; DNA Pol III inh: -3%; ALOX15 inhib: 5%; ERK AVP inh: -7%; Texas Red fluor: inactive; Rhodamine autofl: inactive; HBB splicing: -2.5%[57.5 µM]; Tau fil binding: 5%; CRE Fsk mod: 15%; FLuc inh: 1%

How did COc1cccc(C2C(C(=O)c3sc(C)nc3C)=C(O)C(=O)N2CCN(C)C)c1OC (stereo not given) do in these assays?
HADH2 inh: -4%; Hsp90 Hop PPI: -3%; DNA Pol III inh: -3%; ALOX15 inhib: 6%; ERK AVP inh: 6%; Texas Red fluor: inactive; Rhodamine autofl: inactive; HBB splicing: 2.6%[0.369 µM]; Tau fil binding: 5%; CRE Fsk mod: -2%; FLuc inh: 0%

Results for Cc1cccc2cc(CN(CC3CCCO3)S(=O)(=O)c3ccccc3)c3nnnn3c12 (stereo not given) ?
HADH2 inh: 6%; Hsp90 Hop PPI: -4%; DNA Pol III inh: -3%; ALOX15 inhib: 9%; ERK AVP inh: 13%; Texas Red fluor: inactive; Rhodamine autofl: inactive; Tau fil binding: 7%; CRE Fsk mod: 5%; FLuc inh: 2%

What do the screens show for `Cn1c(NC(=O)c2ccc(F)c(F)c2)cc(=O)n(C)c1=O`?
HADH2 inh: -1%; Hsp90 Hop PPI: -6%; DNA Pol III inh: -14%; ALOX15 inhib: 9%; HBB splicing: -0.9%; Tau fil binding: 1%; CRE Fsk mod: -2%; FLuc inh: 0%
